Source: PubChem (Sanford-Burnham Center for Chemical Genomics)
hIAP act: human IAP activators, primary screen, biochemical, luminescence, uHTS; activation factor at 10 µM; 330,000 compounds, 0.16% hits; purified human IAP, CDP-Star luminescence, 30 min; stronger effect = higher value; 1 = vehicle-only enzyme, 0 = enzyme-free background;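 active means activation factor of the enzyme at least 2-fold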; further: the source names both 10 and 20 µM as test concentration; values of inactives mirror those of a sister screen read the other way
APOBEC3A inh: APOBEC3A ssDNA deaminase inhibitors, primary screen, selectivity assay for APOBEC3G inhibitor project, biochemical, FAM/TAMRA oligo cleavage fluorescence | inhibition, % at 20 µM | AID 493011, 2011 | recombinant A3A, FAM/TAMRA ssDNA deamination fluorescence | 330,000 compounds, 0.41% hits | DNA dC->dU-editing enzyme APOBEC-3A (Homo sapiens), P31941;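 active means at least 40% inhibition at 20 µM here, with at most 30% in a related deaminase screen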;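 further: plate controls were A3A with DMSO for no effect and wells lacking A3A enzyme for full effect; some results filed as inactive read as strong as hits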
Target sequence (P31941 whole entry, looked up): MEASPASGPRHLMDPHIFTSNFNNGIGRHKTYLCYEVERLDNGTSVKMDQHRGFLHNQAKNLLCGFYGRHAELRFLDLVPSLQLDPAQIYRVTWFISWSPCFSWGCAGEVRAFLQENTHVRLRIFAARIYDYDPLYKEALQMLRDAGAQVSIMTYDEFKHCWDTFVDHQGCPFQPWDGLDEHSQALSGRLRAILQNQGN
SENP1 FRET inh: human SENP1 catalytic domain inhibitors, primary screen, biochemical, FRET, uHTS; Sentrin-specific protease 1 (Homo sapiens), Q9P0U3; recombinant SENP1 catalytic domain, CyPet-SUMO1-YPet FRET cleavage; 360,000 compounds, 0.21% hits; inhibition, % at 10 µM;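 active means inhibition at least 30% at 10 µM, raw YFP signal under a set limit, fluorescence ratio 0.5 to 1.5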;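 further: 0% = enzyme with DMSO and 100% = no enzyme wells; some results filed as inactive read as strong as hits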
Target sequence (Q9P0U3 419-644 limits assumed): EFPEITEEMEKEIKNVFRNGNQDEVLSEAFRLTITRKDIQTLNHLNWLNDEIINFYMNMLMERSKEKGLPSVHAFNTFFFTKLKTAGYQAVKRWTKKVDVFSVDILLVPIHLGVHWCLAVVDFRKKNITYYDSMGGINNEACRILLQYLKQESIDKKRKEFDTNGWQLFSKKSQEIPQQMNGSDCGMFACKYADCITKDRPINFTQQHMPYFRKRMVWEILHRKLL
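Compound: 10 µM single point, 0.5% DMSO; Test system: hSENP1 catalytic domain, recombinant; Timing: 50 min reaction at room temperature; Technique: FRET, CFP and YFP emission; Control set: no-enzyme wells low, DMSO-plus-enzyme wells high control.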
mIAP inh: inhibitors of mouse IAP, primary screen, biochemical, luminescence, uHTS. purified mouse IAP, CDP-Star luminescence, 30 min. inhibition, % at 10 µM. 330,000 compounds, 0.2% hits. AID 2806, 2010;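 active means inhibition of at least 40% at 10 µM in the primary screen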;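 further: plate controls were DMSO with enzyme for no effect and no enzyme wells for full effect; values of inactives mirror those of a sister screen read the other way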
NLRP3 yeast inh: NALP3 inflammasome inhibitors in reconstituted yeast, primary screen, luminescence, uHTS. 330,000 compounds, 0.39% hits. AID 2825, 2010. Yeast reconstituted NLRP3/ASC/caspase-1, beta-gal luminescence, 24 h. inhibition, % at 10 µM;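 active means inhibition of 50% or more; inactive means inhibition below 50%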;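 further: plate controls were induced DMSO wells for no effect and uninduced yeast grown without galactose for full effect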
MIN6 prolif: inducers of MIN6 beta-cell proliferation, primary screen, ATP luminescence, uHTS. 330,000 compounds, 0.29% hits. proliferation, % at 10 µM. MIN6 cells proliferation, ATPlite luminescence, 48 h; cells starved in 0.2% serum; 100% = growth in 10% serum;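 active means compounds whose signal lies at least 3.5 SD above the mean of all wells on their plate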;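 further: 0% = DMSO-treated cells in low-serum medium and 100% = 10% serum control; some compounds called inactive have numbers as strong as hits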
hIAP inh: human IAP inhibitors, primary screen, biochemical, luminescence, uHTS; 330,000 compounds, 0.12% hits; purified IAP, CDP-Star luminescence, 30 min; Intestinal-type alkaline phosphatase (Homo sapiens), P09923; AID 2544, 2010; inhibition, % at 10 µM;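 active means inhibition reaching a set limit with compound at 10 µM in the primary screen, cut at about 35% in these data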;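 further: plate controls were DMSO wells with enzyme for no effect and no-enzyme buffer wells for full effect; values of inactives mirror those of a sister screen read the other way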
mIAP activ: activators of mouse IAP, primary screen, biochemical, luminescence, uHTS; AID 2805, 2010; activation factor at 10 µM; muIAP, CDP-Star luminescence, 30 min; stronger effect = higher value; 1 = vehicle-only enzyme signal, 0 = enzyme-free wells; 330,000 compounds, 0.24% hits;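 active means activation factor of at least 2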; further: the source names both 10 and 20 µM as test concentration; values of inactives mirror those of a sister screen read the other way
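System: mouse IAP enzyme. Reagent: CDP-Star chemiluminescent phosphatase substrate. Benchmarks: DMSO wells, no-enzyme wells. Times: 30 min enzyme-substrate-compound incubation at room temperature. Detection: luminescence from enzymatic CDP-Star hydrolysis. Doses: test compounds delivered from DMSO solution.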
APOBEC3G inh: APOBEC3G DNA deaminase inhibitors, primary screen, biochemical, fluorescence, single-stranded DNA substrate, uHTS | recombinant A3G, ssDNA deamination FAM/TAMRA fluorescence | inhibition, % at 20 µM | 330,000 compounds, 0.28% hits;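 active means inhibition of at least 40% at 20 µM, with no more than 30% in the related APOBEC3A deaminase screen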;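 further: plate controls were DMSO wells with A3G for no effect and wells lacking A3G enzyme for full effect; some compounds called inactive have numbers as strong as hits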
Target sequence (Q9HC16 whole entry, looked up): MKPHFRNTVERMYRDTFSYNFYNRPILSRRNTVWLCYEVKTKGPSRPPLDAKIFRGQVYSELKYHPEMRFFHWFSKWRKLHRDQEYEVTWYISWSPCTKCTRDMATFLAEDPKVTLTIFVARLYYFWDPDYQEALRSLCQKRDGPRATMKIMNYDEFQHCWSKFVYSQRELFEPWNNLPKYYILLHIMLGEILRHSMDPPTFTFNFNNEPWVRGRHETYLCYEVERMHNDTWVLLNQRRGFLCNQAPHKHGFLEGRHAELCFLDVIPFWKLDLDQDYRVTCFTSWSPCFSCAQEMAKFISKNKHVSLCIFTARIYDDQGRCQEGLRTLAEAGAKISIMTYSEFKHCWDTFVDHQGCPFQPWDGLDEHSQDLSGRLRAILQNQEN
An asterisk follows results filed as active. Only part of the results is shown; the hit share may differ from the screen's.

mol	hIAP act	APOBEC3A inh	SENP1 FRET inh	mIAP inh	NLRP3 yeast inh	MIN6 prolif	hIAP inh	mIAP activ	APOBEC3G inh
CN(C)S(=O)(=O)c1ccc(/C(O)=C2/C(=O)C(=O)N(Cc3cccnc3)C2c2ccncc2)cc1 (configuration not stated)	1.02	-1.0	0.0	-1.9	1.5	-0.9	-1.8	1.02	-0.7
CCOc1ccc(N(CC(=O)NC2CCCCC2)C(=O)CNC(=O)c2ccco2)cc1	0.959	-1.4	-0.2	-3.4	5.4	-0.5	4.1	1.03	-3.0
CCC1Oc2ccc(C)cc2N(CC(=O)NCCN2C(C)CCCC2C)C1=O (configuration not stated)	1.1	1.7	-37.2	-2.0	1.0	1.5	-10.4	1.02	0.0
CCOC(=O)c1[nH]c(C)c(C(=O)NCc2ccccn2)c1C	1.11	-3.8	0.6	-1.9	5.5	-0.6	-10.9	1.02	-4.0
CC(C)n1cc(/C=C(\C#N)S(=O)(=O)c2ccccc2)c2ccccc21	0.934	2.6	-152.0	13.4	-1.4	-4.2	6.6	0.866	-2.6
CCCNc1c(NS(=O)(=O)c2ccc(NC(=O)CC)cc2)c(=O)oc2ccccc12	1.06	-4.9	-0.1	-1.2	11.6	1.4	-5.6	1.01	-7.8
CC/C(=C\C1CCCCC1)C(NP(=O)(c1ccccc1)c1ccccc1)c1ccccc1 (configuration not stated)	1.01	-5.8	2.5	-55.0	6.7	-8.1	-1.0	1.55	-9.4
O=C(O)CCCC(=O)Nc1ccc(Br)cc1	1.05	-2.9	1.2	-3.5	2.8	-1.3	-5.2	1.03	-5.4
COC(=O)c1sccc1N/N=C(\C)c1ccc(F)c(Cl)c1	0.97	-0.1	0.9	1.2	1.0	3.0	3.0	0.988	-3.9
Nc1nnc(CC(=O)N2CCCCC2)s1	1.11	-1.7	0.9	-12.7	1.2	-0.1	-11.0	1.13	-2.4
CCc1ccc(CN2CCC(Oc3ccc(C(=O)N4CCCC4)cc3)CC2)cc1	1.13	-3.9	0.1	-4.5	22.4	-4.0	-13.2	1.04	-5.8
O=C(NCc1ccc2c(c1)OCO2)c1ccc(Cl)nc1	0.959	3.7	1.4	9.2	17.5	-0.8	4.1	0.908	-4.9
CCOc1ccc(CCNC(=O)CSc2cc(=O)n(C)c3ccccc23)cc1OCC	1.02	-1.7	2.0	-0.7	9.1	0.0*	-1.8	1.01	-3.1
Cc1cccc(Nc2nn3c(=O)c4ccccc4nc3s2)c1	0.9	46.4*	0.0	-5.4	-8.5	0.3	10.0	1.05	8.2
Cn1c2ccccc2c(=O)c2ccc(-c3ccc4c(c3)OCO4)cc21	1.09	-1.7	-29.5	3.6	26.8	-1.2	-8.8	0.964	-9.9
FC(F)Oc1ccccc1NC(=S)NCCc1ccccc1	1.18	-2.8	5.4	-17.6	36.2	-3.6	-18.2	1.18	-8.8
COc1ccc(Cl)cc1-c1nc(SCC(=O)N(C)CCC#N)n[nH]1	0.945	1.3	2.1	13.2	5.9	-1.9	5.5	0.868	-0.1
CCC(=O)N1CCc2cc(S(=O)(=O)CCC(=O)NCCc3ccc(S(N)(=O)=O)cc3)ccc21	0.868	1.4	1.2	4.3	8.2	-5.2	13.2	0.957	0.8
CCOc1ccc(S(=O)(=O)NCCC(=O)N(C)CC(=O)Nc2ccc(OC)cc2)cc1	0.86	-1.1	-0.2	-3.0	10.3	-1.8	14.0	1.03	-5.9
CCN(CC)CC(=O)NCC1(c2ccccc2)CCCC1	1.2	2.4	2.5	-9.1	-1.2	-1.6	-19.6	1.09	-9.7
Cc1ccccc1CNC(=O)CN(c1cccc([N+](=O)[O-])c1)S(C)(=O)=O	1.12	-3.5	1.0	-9.7	4.7	0.6	-12.3	1.1	-5.3
CCOC(=O)N1CCc2c(sc(NC(=O)CN3CCN(C)CC3)c2C(=O)Nc2ccccc2)C1	1.15	1.1	-18.4	8.2	9.1	0.5	-15.1	0.918	-4.0
Nc1nc2ccccc2cc1S(=O)(=O)c1ccccc1	0.991	3.6	-37.3	11.8	83.3*	-2.6	0.9	0.882	1.0
Cc1ccc(CNC(=O)CN(c2ccc(C(C)C)cc2)S(=O)(=O)c2c(C)noc2C)cc1	1.28	-4.3	0.4	-31.6	8.5	-4.0	-28.1	1.32	-7.5

A draw from above in order of count of non-hydrogen atoms, descending:
mol	hIAP act	APOBEC3A inh	SENP1 FRET inh	mIAP inh	NLRP3 yeast inh	MIN6 prolif	hIAP inh	mIAP activ	APOBEC3G inh
CN(C)S(=O)(=O)c1ccc(/C(O)=C2/C(=O)C(=O)N(Cc3cccnc3)C2c2ccncc2)cc1 (configuration not stated)	1.02	-1.0	0.0	-1.9	1.5	-0.9	-1.8	1.02	-0.7
CC/C(=C\C1CCCCC1)C(NP(=O)(c1ccccc1)c1ccccc1)c1ccccc1 (configuration not stated)	1.01	-5.8	2.5	-55.0	6.7	-8.1	-1.0	1.55	-9.4
CCCNc1c(NS(=O)(=O)c2ccc(NC(=O)CC)cc2)c(=O)oc2ccccc12	1.06	-4.9	-0.1	-1.2	11.6	1.4	-5.6	1.01	-7.8
CCc1ccc(CN2CCC(Oc3ccc(C(=O)N4CCCC4)cc3)CC2)cc1	1.13	-3.9	0.1	-4.5	22.4	-4.0	-13.2	1.04	-5.8
CCC1Oc2ccc(C)cc2N(CC(=O)NCCN2C(C)CCCC2C)C1=O (configuration not stated)	1.1	1.7	-37.2	-2.0	1.0	1.5	-10.4	1.02	0.0
Cc1ccccc1CNC(=O)CN(c1cccc([N+](=O)[O-])c1)S(C)(=O)=O	1.12	-3.5	1.0	-9.7	4.7	0.6	-12.3	1.1	-5.3
COc1ccc(Cl)cc1-c1nc(SCC(=O)N(C)CCC#N)n[nH]1	0.945	1.3	2.1	13.2	5.9	-1.9	5.5	0.868	-0.1
FC(F)Oc1ccccc1NC(=S)NCCc1ccccc1	1.18	-2.8	5.4	-17.6	36.2	-3.6	-18.2	1.18	-8.8
Nc1nc2ccccc2cc1S(=O)(=O)c1ccccc1	0.991	3.6	-37.3	11.8	83.3*	-2.6	0.9	0.882	1.0
O=C(O)CCCC(=O)Nc1ccc(Br)cc1	1.05	-2.9	1.2	-3.5	2.8	-1.3	-5.2	1.03	-5.4

Other entries follow.
mol	hIAP act	APOBEC3A inh	SENP1 FRET inh	mIAP inh	NLRP3 yeast inh	MIN6 prolif	hIAP inh	mIAP activ	APOBEC3G inh
COc1cc(OC)cc(C(=O)Nc2cc(-c3cn4cccnc4n3)ccc2C)c1	1.1	-2.5	-4.0	0.5	4.4	0.8	-10.0	0.995	-7.4
CN(CC(=O)Nc1ccc(Cl)cc1)C(=O)CCc1ccccc1	1.2	1.1	1.2	-7.6	21.2	-3.3	-19.6	1.08	-2.3
Cc1cccc(-n2c(N)c(C(=O)N3CCN(C)CC3)sc2=S)c1	0.963	-18.4	-1.1	16.7	8.2	-3.7	3.7	0.833	62.1*
CCCC(=O)N1CC2(C)CN(C(=O)CCC)CC(CCC)(C1)C2=O	1.11	-1.8	1.7	-6.4	-1.3	-2.5	-11.2	1.06	-5.4
COc1cc(/C=N/NC(N)=S)ccc1OCc1ccc(C)cc1	1.09	-2.9	2.2	23.4	36.5	-5.8	-9.2	0.766	-9.1
O=C(c1ccc(OC2CCN(C/C=C/c3ccccc3)CC2)cc1)N1CCCCC1	0.856	-1.8	-3.8	5.9	30.8	-3.8	14.4	0.941	-7.7
O=C(c1cc2cc(F)ccc2[nH]1)N1CCN(c2cccc(Cl)c2)CC1	0.817	1.0	-0.2	9.0	10.3	1.3	18.3	0.91	-1.0
CC1=NN(c2ccccc2)C(=O)C1C(=O)C(=O)Nc1ccc(F)cc1 (configuration not stated)	1.04	-7.2	2.0	0.2	-4.0	-2.0	-3.7	0.998	-5.7
O=C(c1ccccc1)N1N=C(c2ccccc2O)CC1c1ccc(Br)cc1 (configuration not stated)	1.09	0.5	1.5	-9.1	16.3	-5.5	-9.3	1.09	0.0
O=C(NCC1CCCO1)/C(=C\c1ccc(Cl)cc1)NC(=O)c1ccccc1 (configuration not stated)	1.02	-2.7	-4.7	-6.8	1.6	-4.0	-1.9	1.07	-3.2
O=C(Nc1nc(-c2ccccc2)cs1)c1cccc([N+](=O)[O-])c1	0.903	-1.2	2.8	12.4	9.8	-4.9	9.7	0.876	-5.6
Cc1ccc(Cn2c(SCCN3CCCCC3)nc3c2c(=O)[nH]c(=O)n3C)cc1	1.04	1.8	1.2	3.4	5.3	4.0	-4.2	0.966	38.8
CCC(=O)N1CCc2cc(S(=O)(=O)CCC(=O)Nc3ccc(F)c(F)c3)ccc21	0.828	-0.8	-1.1	8.3	11.8	-2.7	17.2	0.917	-2.4
CCC(c1nc2ccccc2c(=O)n1CCCn1ccnc1)N1C(=O)c2ccccc2C1=O (configuration not stated)	1.11	-2.4	1.7	-1.3	0.8	-2.9	-10.7	1.01	0.3
CCC(C)NC(=O)CSc1nc(-c2cccs2)cc(C(F)(F)F)n1 (configuration not stated)	0.982	-3.5	0.4	-3.9	34.7	0.7	1.8	1.04	-5.4
COc1cccc(CN2CCNC(=O)C2CC(=O)N(C)CCC2CCOCC2)c1OC (configuration not stated)	1.06	5.6	-13.2	-12.5	20.5	0.9	-5.7	1.12	1.9
CC(C)NC(=O)Nc1ccc2c(c1)C(=O)N([C@H](C)CO)C[C@H](C)[C@@H](CN(C)S(=O)(=O)c1ccc(F)cc1)O2	1.15	-0.1	2.6	-40.2	14.0	1.9	-14.8	1.4	-4.3
Cc1ccc(S(=O)(=O)c2cc3cc(Br)ccc3oc2=O)cc1	0.912	-0.7	-24.7	7.5	-8.6	-0.6	8.8	0.925	-6.4
CC[C@@H]1C=C(C(=O)O)[C@H](c2ccc3c(c2)OCO3)N1S(=O)(=O)c1ccc(C)cc1	1.04	-4.5	-15.9	8.1	14.5	-1.4	-4.1	0.919	-4.7
Cc1ccnc(NC(=O)COC(=O)C2COc3ccccc3O2)n1 (configuration not stated)	0.84	2.0	-2.5	0.9	-1.0	1.1	16.0	0.991	1.7
